Screening results deposited in PubChem by NMMLSC.
Bfl-1 Bim block = disrupts Bim binding to human Bfl-1; inhibition, % at 10 µM; Q16548; AID 1008; hit rate 0.12% among 190,000; Bead-based flow cytometry, Bim-Bfl-1 binding inhibition;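 note: 0% = wells without compound plus tracer and 100% = blocker peptide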
Rab2 wt GTP = changes GTP binding to wildtype dog Rab2A, up or down; P61105; GST-Rab2 wt beads, Bodipy-GTP binding, flow cytometry; GTP binding activity, % at 10 µM; hit rate 0.19% among 190,000;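 active = GTP binding activity at least 20 points away from 100%, either lowered or raised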;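 note: 0% = beads with excess unlabeled GTP and 100% = no-compound control corrected for plate trend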
Rab7 wt GTP bind = alters GTP binding to wildtype dog Rab7; hit rate 0.055% among 190,000; GST-Rab7 beads, fluorescent GTP binding, flow cytometry; actives lie on both sides; untreated = 100%, excess cold GTP = 0%; AID 758; GTP binding activity (percent of control), % at 10 µM;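 active = fluorescent GTP binding to Rab7 beads changed by at least 20 points from the 100% baseline, either direction, mostly lower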;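 note: median green fluorescence of bound Bodipy-FL-GTP per Rab7 bead population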
HRas wt GTP = human HRas wildtype GTP binding, change in either direction. GTP binding activity, % at 10 µM. hit rate 0.14% among 190,000. GST-Ras wt beads, Bodipy-FL-GTP binding, flow cytometry; actives lie on both sides;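 active = GTP binding activity at least 20% away from the 100% baseline, either lowered as inhibitor or raised as activator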;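 note: 0% = unlabeled GTP competition control and 100% = no-compound control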
Target sequence (P01112 whole entry, looked up): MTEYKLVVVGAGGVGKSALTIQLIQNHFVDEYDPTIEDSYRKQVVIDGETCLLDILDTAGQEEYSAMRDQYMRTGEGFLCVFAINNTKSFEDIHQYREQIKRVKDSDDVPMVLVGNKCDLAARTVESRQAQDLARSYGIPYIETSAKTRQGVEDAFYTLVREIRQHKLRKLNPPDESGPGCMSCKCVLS
Bcl-XL Bim block = human Bim-Bcl-XL interaction inhibition. Bim peptide-Bcl-XL binding, bead flow cytometry, fluorescence. hit rate 0.04% among 190,000. inhibition, % at 10 µM. Q07817
Target sequence (Q07817 whole entry, looked up): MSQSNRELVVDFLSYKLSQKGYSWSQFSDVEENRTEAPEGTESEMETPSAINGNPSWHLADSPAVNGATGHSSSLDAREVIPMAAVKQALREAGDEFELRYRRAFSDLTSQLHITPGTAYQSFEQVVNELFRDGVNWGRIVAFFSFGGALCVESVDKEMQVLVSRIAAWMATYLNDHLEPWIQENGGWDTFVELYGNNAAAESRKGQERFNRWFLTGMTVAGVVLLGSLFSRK
Rac1 wt GTP bind = alters GTP binding to wildtype human Rac1. hit rate 0.27% among 190,000. P63000. GST-Rac1 beads, fluorescent GTP binding, flow cytometry; actives lie on both sides; 0 = cold GTP competed, 100 = untreated. GTP binding activity (% of control), % at 10 µM;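 active = GTP binding activity at least 20 points away from the 100% control level, either lower or higher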
Bcl-B Bim block = disrupts Bim peptide binding to human Bcl-B | Q9HD36 | bead-based flow cytometry | inhibition, % at 10 µM | hit rate 0.073% among 190,000 | AID 951;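 note: 0% = tracer peptide without compound and 100% = reference inhibitor peptide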
Target sequence (Q9HD36 whole entry, looked up): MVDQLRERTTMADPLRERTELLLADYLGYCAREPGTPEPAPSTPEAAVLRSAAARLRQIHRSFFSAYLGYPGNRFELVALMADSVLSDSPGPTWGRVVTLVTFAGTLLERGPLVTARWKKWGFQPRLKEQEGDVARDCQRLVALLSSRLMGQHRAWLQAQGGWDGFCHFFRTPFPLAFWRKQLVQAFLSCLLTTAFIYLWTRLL
Bim-Bcl-W = human Bim-Bcl-W interaction inhibition; bead-based flow cytometry, Bim peptide-Bcl-W binding; Q92843; AID 952; inhibition, % at 10 µM; hit rate 0.02% among 190,000;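 note: 0% = bound tracer without compound and 100% = peptide blocker; higher means less fluorescent Bim peptide bound to Bcl-W beads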
Target sequence (Q92843 whole entry, looked up): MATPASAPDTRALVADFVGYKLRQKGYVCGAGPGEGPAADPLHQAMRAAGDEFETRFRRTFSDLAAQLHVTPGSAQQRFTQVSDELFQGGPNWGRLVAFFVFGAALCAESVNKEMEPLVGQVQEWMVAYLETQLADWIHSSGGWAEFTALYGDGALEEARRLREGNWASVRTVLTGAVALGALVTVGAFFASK
Rac1 act GTP bind = alters GTP binding to activated mutant human Rac1; hit rate 0.11% among 190,000; P63000; GST-Rac1 activated beads, fluorescent GTP binding, flow cytometry; actives lie on both sides; 100% means binding = to untreated wells; percent activity (GTP binding), % at 10 µM;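 active = GTP binding at least 20 percentage points away from the 100% baseline, in either direction, so actives lie on both sides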
Bim-Bcl-2 = human Bim-Bcl-2 interaction inhibition. inhibition, % at 10 µM. P10415. hit rate 0.06% among 190,000. AID 950. Bead-based flow cytometry, Bim peptide-Bcl-2 binding; in the data active = inhibition above about 40%;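 note: 0% = no compound wells with probe peptide and 100% = reference peptide inhibitor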
Cdc42 wt = human Cdc42 wildtype GTP binding change, either direction | P60953 | GST-Cdc42 beads, Bodipy-GTP binding, flow cytometry; actives lie on both sides | percent activity (GTP binding), % at 10 µM | hit rate 0.2% among 190,000;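 active = percent activity GTP binding at least 20 points away from the 100% baseline, either down as inhibitor or up as activator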;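 note: median bead fluorescence of bound Bodipy-FL-GTP at 100 nM; 0% = excess unlabeled GTP control and 100% = no compound control; below 100% means less GTP binding so inhibitor and above means activator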
Target sequence (P60953 whole entry, looked up): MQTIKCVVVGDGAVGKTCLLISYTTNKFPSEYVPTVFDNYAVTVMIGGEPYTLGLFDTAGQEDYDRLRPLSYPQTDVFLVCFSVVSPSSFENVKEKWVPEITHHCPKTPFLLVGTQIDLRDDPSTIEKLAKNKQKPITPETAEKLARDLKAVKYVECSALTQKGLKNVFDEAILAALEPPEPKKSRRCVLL
* hit, by the source's call. Cut-off read from the data, not from the text of the source, unless noted: active = inhibition above about 40%.

SMILES	Bfl-1 Bim block	Rab2 wt GTP	Rab7 wt GTP bind	HRas wt GTP	Bcl-XL Bim block	Rac1 wt GTP bind	Bcl-B Bim block	Bim-Bcl-W	Rac1 act GTP bind	Bim-Bcl-2	Cdc42 wt
CCCOc1ccc(N2C(=O)CC(N3CCC(O)(c4cccc(C(F)(F)F)c4)CC3)C2=O)cc1 (stereo not given)	-2.0	96.0	98.0	96.0	-1.0	95.0	-2.0	-2.0	94.0	1.0	95.0
CCOC(=O)C1CCN(CC(=O)c2c(C)[nH]c3ccccc23)CC1	-11.0	101.0	103.0	101.0	-1.0	103.0	-7.0	5.0	96.0	-4.0	101.0
COc1cc2nc(C3CCC3)n(NC(=O)C3CCC(OC)CC3)c(=O)c2cc1OC (stereo not given)	0.0	100.0	105.0	104.0	0.0	105.0	0.0	1.0	98.0	0.0	104.0
COc1ccc(C(=O)NC(=S)Nc2cccc(NC(=O)c3ccco3)c2)cc1[N+](=O)[O-]	-5.0	95.0	99.0	97.0	-7.0	103.0	-3.0	-8.0	98.0	-3.0	101.0
Cc1cc2nc(C)c(Cc3ccccc3)c(=O)n2[nH]1	0.0	92.0	101.0	96.0	1.0	94.0	-1.0	0.0	93.0	-1.0	98.0
CC1(C(=O)CSc2n[nH]c(-c3ccccc3Cl)n2)CCC(=O)O1 (stereo not given)	-9.0	94.0	91.0	97.0	1.0	94.0	-20.0	-6.0	93.0	-11.0	96.0
CCC(C)n1c(SCC(=O)NC(=O)Nc2ccc3c(c2)OCCO3)nc2ccccc2c1=O (stereo not given)	-17.0	98.0	99.0	99.0	-7.0	100.0	-11.0	-2.0	97.0	-10.0	98.0
CCc1n(CC(O)COCc2ccccc2)c2ccccc2[n+]1C (stereo not given)	-2.0	100.0	106.0	99.0	-2.0	98.0	-5.0	0.0	96.0	-5.0	98.0
O=C(Cc1cccs1)Nc1ccc(S(=O)(=O)N2CCCC2)cc1	3.0	100.0	95.0	99.0	-3.0	101.0	1.0	-1.0	100.0	0.0	98.0
Cc1nn(S(=O)(=O)N(C)C)c(C)c1CN1C(=O)c2ccccc2C1=O	0.0	96.0	95.0	96.0	0.0	100.0	6.0	2.0	96.0	3.0	98.0
O=C(NCc1ccco1)C1CCN(C(=O)c2cc3sccc3n2Cc2ccc(F)cc2)CC1	-8.0	100.0	99.0	101.0	-3.0	101.0	-10.0	0.0	97.0	-5.0	100.0
CCOC(=O)c1ccc(NC(=O)CSc2nnc(-c3ccncc3)n2C)cc1	-17.0	99.0	98.0	98.0	-9.0	103.0	-8.0	-3.0	102.0	-16.0	98.0
CCCCSc1nc2ccc(Nc3nc(N4CCOCC4)nc(N4CCOCC4)n3)cc2s1	0.0	97.0	96.0	99.0	-2.0	97.0	-5.0	0.0	95.0	0.0	98.0
O=c1[nH]ncc(NCCc2ccccc2)c1Cl	-9.0	96.0	100.0	93.0	-5.0	96.0	-6.0	-4.0	93.0	-7.0	92.0
O=C(Oc1nsnc1N1CCOCC1)N(c1ccccc1)c1ccccc1	3.0	106.0	102.0	103.0	0.0	106.0	-2.0	0.0	100.0	-2.0	105.0
CCCCc1nc(SCc2ccc([N+](=O)[O-])cc2)n[nH]1	-5.0	99.0	97.0	97.0	-2.0	103.0	-4.0	0.0	100.0	-2.0	98.0
CCc1nc2oc3ccccc3c(=O)c2c(=O)n1CCOC	-1.0	100.0	92.0	98.0	1.0	98.0	0.0	0.0	97.0	3.0	100.0
Cc1noc(C)c1COC(=O)Cc1ccc(Cl)cc1	-11.0	98.0	97.0	99.0	0.0	103.0	-4.0	0.0	100.0	-4.0	102.0
Cc1ccsc1/C=C1/C(=O)NN(c2ccccc2)C1=O	-7.0	101.0	104.0	101.0	-4.0	97.0	-4.0	-1.0	93.0	-2.0	97.0
CCN1CCN(CNC(=O)c2cnccn2)CC1	-18.0	98.0	97.0	98.0	-10.0	101.0	-9.0	-4.0	95.0	-12.0	100.0
COc1ccc(C2(O)CN(c3ccccc3)C3=[N+]2CCS3)cc1OC (stereo not given)	-2.0	97.0	101.0	96.0	0.0	96.0	0.0	0.0	94.0	-1.0	95.0
O=C(COC(=O)c1cc(F)c(F)cc1Cl)NC1CC1	-6.0	94.0	94.0	93.0	-2.0	96.0	-4.0	-1.0	97.0	-3.0	94.0
CC1=C(C(=O)N2CCN(C(=O)c3ccco3)CC2)C2(CCC(C)CC2)OC1=O (stereo not given)	-13.0	101.0	101.0	100.0	-12.0	105.0	-12.0	-6.0	99.0	-9.0	101.0
CCOC(=O)c1ccc(N=C2NC(=O)CS2)cc1	-10.0	98.0	96.0	99.0	-4.0	102.0	-11.0	0.0	99.0	-11.0	102.0
COc1ccc(S(=O)(=O)N2CCN(c3c(C)cccc3C)CC2)cc1OC	-11.0	101.0	99.0	101.0	-3.0	107.0	-4.0	-2.0	98.0	-7.0	103.0

Reprinted at random: three compounds from above
SMILES	Bfl-1 Bim block	Rab2 wt GTP	Rab7 wt GTP bind	HRas wt GTP	Bcl-XL Bim block	Rac1 wt GTP bind	Bcl-B Bim block	Bim-Bcl-W	Rac1 act GTP bind	Bim-Bcl-2	Cdc42 wt
O=C(Oc1nsnc1N1CCOCC1)N(c1ccccc1)c1ccccc1	3.0	106.0	102.0	103.0	0.0	106.0	-2.0	0.0	100.0	-2.0	105.0
CCCCSc1nc2ccc(Nc3nc(N4CCOCC4)nc(N4CCOCC4)n3)cc2s1	0.0	97.0	96.0	99.0	-2.0	97.0	-5.0	0.0	95.0	0.0	98.0
COc1ccc(C(=O)NC(=S)Nc2cccc(NC(=O)c3ccco3)c2)cc1[N+](=O)[O-]	-5.0	95.0	99.0	97.0	-7.0	103.0	-3.0	-8.0	98.0	-3.0	101.0

(listing goes on)
SMILES	Bfl-1 Bim block	Rab2 wt GTP	Rab7 wt GTP bind	HRas wt GTP	Bcl-XL Bim block	Rac1 wt GTP bind	Bcl-B Bim block	Bim-Bcl-W	Rac1 act GTP bind	Bim-Bcl-2	Cdc42 wt
COc1ccc2c(C)cc(SCC(=O)N3CCOCC3)nc2c1	-8.0	107.0	104.0	105.0	-5.0	110.0	-8.0	0.0	102.0	-9.0	105.0
CC1CCN(c2nc(-c3ccccc3)cc(C(F)(F)F)n2)CC1	-3.0	106.0	106.0	106.0	-5.0	104.0	-4.0	-1.0	102.0	0.0	104.0
COCCNC(=O)COC(=O)c1cc(-c2ccc(OC)cc2)nc2ccccc12	1.0	98.0	99.0	98.0	1.0	101.0	0.0	1.0	96.0	0.0	96.0
Cc1ccccc1NC(=O)Cn1nnc(C(=O)NCc2ccco2)c1N	-3.0	99.0	107.0	100.0	-11.0	98.0	-6.0	-9.0	98.0	0.0	97.0
CCOC(=O)c1nsnc1NCCSC(=N)N	-2.0	102.0	101.0	100.0	-5.0	102.0	-8.0	-1.0	95.0	-4.0	99.0
CCCCN1CCc2c([nH]c3c(C)cccc23)C1=O	3.0	97.0	93.0	100.0	-4.0	100.0	-6.0	-3.0	97.0	17.0	99.0
CCOC(=O)C1(CCCc2ccccc2)CCN(C(=O)CN2CCOC2=O)CC1	-5.0	101.0	105.0	100.0	0.0	104.0	-5.0	-2.0	95.0	-4.0	100.0
Cc1c(-c2n[nH]c(=S)n2-c2ccc(C(F)(F)F)cc2)nnn1-c1ccccc1	4.0	97.0	102.0	102.0	-1.0	102.0	-16.0	2.0	99.0	0.0	102.0
O=C(NC(=S)NCc1cccnc1)c1ccccc1	-1.0	101.0	99.0	103.0	-2.0	106.0	-3.0	-3.0	101.0	-3.0	102.0
Cn1cccc1Cc1nnc(SCC(=O)NCc2ccco2)n1-c1ccc(F)cc1	-16.0	97.0	103.0	99.0	-3.0	105.0	-8.0	-1.0	96.0	-12.0	99.0
COCCNC(=O)CCSCc1ccccc1F	-11.0	104.0	102.0	103.0	1.0	104.0	-4.0	3.0	100.0	-3.0	102.0
Clc1ccccc1-c1cc(COc2ccc3ccccc3c2)no1	-2.0	92.0	94.0	95.0	0.0	88.0	-3.0	-4.0	86.0	-3.0	91.0
O=C(CCO)c1ccc(O)cc1	-4.0	98.0	103.0	96.0	-4.0	98.0	-3.0	2.0	98.0	-1.0	98.0
CCOc1ccc(N2C(N)=NC(N)=NC2(C)C)cc1	-16.0	100.0	102.0	102.0	-6.0	107.0	-7.0	2.0	99.0	-12.0	100.0
CC(C)NC(=O)c1ccc(-c2ccc(Cl)c(C(F)(F)F)c2)o1	-9.0	102.0	101.0	102.0	-2.0	105.0	-6.0	3.0	100.0	-4.0	102.0
COc1ccccc1C(=O)CSc1ccccn1	-4.0	92.0	96.0	96.0	-6.0	97.0	-6.0	0.0	93.0	-7.0	94.0
CCOc1ccccc1N(CC(=O)Nc1ccccc1C(=O)O)S(C)(=O)=O	2.0	101.0	100.0	103.0	-6.0	102.0	0.0	-6.0	99.0	1.0	103.0
N#C/C(=C\Nc1ccccc1SC(F)(F)F)c1nc(-c2ccccc2)cs1	-10.0	101.0	101.0	100.0	-7.0	102.0	-8.0	-6.0	100.0	-12.0	101.0
O=C(CSc1nnc(CCCO)n1-c1ccccc1)NCCc1ccccc1	-9.0	103.0	102.0	100.0	-5.0	109.0	-10.0	-1.0	101.0	-2.0	105.0
CC(NS(=O)(=O)c1ccccc1)C(c1cccs1)N1CCOCC1 (stereo not given)	-2.0	101.0	100.0	101.0	-4.0	105.0	-2.0	-3.0	98.0	-2.0	101.0
Cc1ccc2c(Cl)c(C(=O)NCC3CCCO3)sc2c1 (stereo not given)	-2.0	102.0	101.0	105.0	0.0	105.0	0.0	0.0	99.0	1.0	106.0
Cc1cc(SCC#N)n2nc(C)c(-c3ccc(Cl)cc3)c2n1	-11.0	98.0	96.0	99.0	0.0	100.0	-4.0	0.0	99.0	-5.0	100.0
CNS(=O)(=O)c1cccc(C(=O)OCc2cc(Cl)cc3c2OCOC3)c1	-5.0	97.0	97.0	96.0	-6.0	100.0	-5.0	-4.0	97.0	-3.0	99.0
COc1ccc(C(c2c(NC(=O)c3ccccc3)sc(C)c2C)N2CCN(CCO)CC2)cc1 (stereo not given)	0.0	98.0	97.0	100.0	-2.0	101.0	-5.0	-1.0	98.0	3.0	96.0
O=C(/C=C/c1ccc(O)cc1)OCc1occc(=O)c1O[C@@H]1OC(CO)[C@@H](O)[C@H](O)[C@@H]1O (stereo not given in full)	1.0	100.0	97.0	100.0	0.0	106.0	-5.0	0.0	99.0	0.0	104.0
COc1ccc(CC2S/C(=C(\C#N)C(=O)NCc3ccco3)N(c3ccc(C)cc3)C2=O)cc1 (stereo not given)	-3.0	104.0	102.0	102.0	1.0	108.0	-3.0	1.0	102.0	-2.0	106.0
CCn1ncc(NC(=S)Nc2ccc(OC)c(OC)c2)c1C(N)=O	-7.0	95.0	96.0	97.0	0.0	101.0	-12.0	-1.0	99.0	-1.0	97.0
CCC(C)NC(=O)Cn1c(=O)n(-c2ccccc2)c(=O)c2ccc(C(=O)NCc3ccco3)cc21 (stereo not given)	0.0	103.0	105.0	103.0	-1.0	101.0	-2.0	-2.0	100.0	-1.0	103.0
O=C1OCCC1Sc1nnc(-c2cccnc2)n1-c1ccccc1F (stereo not given)	-2.0	96.0	100.0	97.0	1.0	101.0	-7.0	3.0	98.0	-2.0	95.0
CC(C)(C)c1cc(CCC(=O)NN)cc(C(C)(C)C)c1O	-5.0	100.0	107.0	99.0	0.0	99.0	-3.0	-2.0	98.0	-4.0	97.0
